Screens: PubChem, several laboratories
SUMO Mot1 rescue = yeast Mot1-301 growth rescue at high temperature, primary screen, SUMOylation pathway inhibitor project, S. cerevisiae, ATP luminescence, 38.5C; S. cerevisiae Mot1-301 growth rescue; percent above DMSO median, 100 means doubled; growth rescue, % at 18.8 µM; hit rate 1% among 320,000;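 active means every valid replicate shows activation above 250% relative to neutral control wells; inactive means the rest, any valid replicate at or below 250%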;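 further: OY570 slx delta 5 strain wells were the positive control but not used for scaling; some compounds called inactive have numbers as strong as hits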
NSD2 inh = NSD2 histone methyltransferase inhibitors, primary screen, biochemical, AlphaScreen, single concentration, set 2 | inhibition, % at 12.5 µM | AID 743445, 2014 | Histone-lysine N-methyltransferase NSD2 (Homo sapiens), O96028 | NSD2 peptide methylation, 120 min | hit rate 0.54% among 310,000; in the data active means inhibition above about 50%
CDK5 p35 inh = inhibitors of human CDK5/p35 kinase, primary screen, biochemical, single concentration | Recombinant CDK5/p35, ADP-Glo luminescence, 60 min | inhibition, % at 10 µM | hit rate 0.01% among 330,000;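 active means highest replicate inhibition of at least 50% and at least 75% of replicates reaching 50%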;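 further: plate controls were DMSO neutral control for no effect and GW8510 at 10 µM for full effect; many of its hits are not listed in these tables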
SR-BI uptake up = activators of SR-BI mediated DiI-HDL uptake, primary screen, ldlA[mSR-BI] CHO cells, DiI fluorescence; 3 h; 100 = double the neutral-control signal; activation, % at 12.5 µM; hit rate 0.096% among 320,000; AID 504775, 2011;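 active means mean replicate activation of at least 60% and every replicate at or above 60%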;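 further: 0% = median plate neutral-control signal and 100% = twice that signal; values of inactives mirror those of a sister screen read the other way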
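Test system: SR-BI-overexpressing, LDLR-lacking CHO cells; Medium: Ham's F12 with 0.5% BSA, HEPES 25 mM, pH 7.4; Schedule: 3 h, 37 °C; Technique: bottom-read fluorescence, 550/595 nm.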
MITF TRPM1 HTS = activators of MITF-driven TRPM1 promoter reporter, primary screen, cell-based, SK-MEL-5, luciferase, single point; SK-MEL-5 TRPM1-promoter luciferase, 24 h; % of positive control, neutral wells = 0; activation, % at 12.5 µM; hit rate 0.75% among 300,000; AID 588334, 2011;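 active means mean activation of at least 80% with every replicate also reaching 80%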;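 further: 0% = neutral control wells and 100% = parthenolide positive control wells; values of inactives mirror those of a sister screen read the other way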
PKA-R2B act = activators of PKA-R2B holoenzyme, primary screen, biochemical, fluorescence polarization, Cy5-IP20, human. AID 504700, 2011. activation, % at 11.4 µM. cAMP-dependent protein kinase catalytic subunit beta (Homo sapiens) + cAMP-dependent …. PKA-R2B holoenzyme dissociation; R2B truncated from residue 108, S112A mutant; 0% DMSO only, 100% 113 µM cGMP. hit rate 0.079% among 340,000;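 active means activation above a cutoff set at the mean over all compounds plus 3 SD, cut at about 18% in these data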;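 further: higher means more holoenzyme dissociation and a rise in polarization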
Target sequence (P31323 whole entry, looked up, other chains not shown, the tested form may be a part): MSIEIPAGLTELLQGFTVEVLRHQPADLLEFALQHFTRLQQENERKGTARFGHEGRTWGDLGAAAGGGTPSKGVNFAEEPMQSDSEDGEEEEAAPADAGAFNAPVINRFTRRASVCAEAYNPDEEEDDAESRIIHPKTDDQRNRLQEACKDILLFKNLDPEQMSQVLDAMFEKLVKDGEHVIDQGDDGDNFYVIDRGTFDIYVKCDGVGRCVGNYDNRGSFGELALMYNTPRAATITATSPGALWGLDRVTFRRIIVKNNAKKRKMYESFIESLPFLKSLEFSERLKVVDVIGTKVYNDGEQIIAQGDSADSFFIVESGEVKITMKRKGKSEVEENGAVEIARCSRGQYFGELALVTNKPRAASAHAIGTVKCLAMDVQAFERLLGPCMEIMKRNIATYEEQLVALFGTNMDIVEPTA
Arrestin-AP2 inh = inhibitors of beta-arrestin/AP2 binding, primary screen, biochemical, GPCR trafficking, flow cytometry | FITC-arrestin peptide / GST-AP2 beads; AP2 beta2 appendage carries R879A mutation | inhibition, % at 10 µM | hit rate 0.31% among 340,000;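 active means inhibition above a set limit, near 3 SD of compounds lacking own fluorescence, cut at about 54% in these data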;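 further: plate controls were DMSO wells for no effect and 5 µM unlabelled arrestin peptide for full effect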
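Measured by: flow cytometry, FL1 (488/535 nm); Material: AP2 appendage R879A on GSH beads; Evaluation: percent response; Timing: pre-incubation 12 min, peptide binding 1 h, room temperature; Also added: 50 nM FITC-arrestin peptide; Medium: PBS with 0.05% Tween 20 and 0.1% BSA.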
dFosB activator = activators of delta FosB homodimer, primary screen, biochemical, fluorescence polarization, TAMRA-CDK5 oligo, single point; Protein FosB (Mus musculus), P13346; purified delta FosB; percent of positive-control signal above neutral wells; activation, % at 25 µM; hit rate 0.99% among 340,000; AID 493131, 2011;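 active means mean activation above about 17%, with every replicate also reaching it, limit read from the data, passing the limit was not always enough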;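 further: fluorescence polarization rise as delta FosB binds a TAMRA Cdk5 AP-1 oligo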
SR-BI HDL uptake = inhibitors of SR-BI mediated HDL lipid uptake, primary screen, ldlA[mSR-BI] cells, fluorescence, single point; ldlA[mSR-BI] CHO cells, DiI-HDL uptake fluorescence, 3 h; inhibition, % at 12.5 µM; hit rate 0.96% among 320,000; AID 488896, 2010;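 active means mean replicate inhibition of at least 70% and a set share of replicates each scoring 70 or more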;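 further: 0% = median of neutral control wells and 100% = median of positive control wells; values of inactives mirror those of a sister screen read the other way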
Target sequence (Q61009 whole entry, looked up): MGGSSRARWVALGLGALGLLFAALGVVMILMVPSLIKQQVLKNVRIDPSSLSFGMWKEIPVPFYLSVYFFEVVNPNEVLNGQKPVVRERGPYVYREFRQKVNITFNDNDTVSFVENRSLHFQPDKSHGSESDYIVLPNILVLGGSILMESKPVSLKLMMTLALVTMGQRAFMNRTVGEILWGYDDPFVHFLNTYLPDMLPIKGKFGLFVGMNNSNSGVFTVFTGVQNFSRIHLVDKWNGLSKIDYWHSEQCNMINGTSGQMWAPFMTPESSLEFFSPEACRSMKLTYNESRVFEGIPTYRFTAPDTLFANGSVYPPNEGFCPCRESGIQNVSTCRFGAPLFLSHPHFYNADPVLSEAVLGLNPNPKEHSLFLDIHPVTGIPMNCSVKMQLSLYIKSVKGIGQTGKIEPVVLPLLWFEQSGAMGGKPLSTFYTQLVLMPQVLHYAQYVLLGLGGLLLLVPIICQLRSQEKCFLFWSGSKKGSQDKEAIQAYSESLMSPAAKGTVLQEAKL
DSG3 Ab inh = inhibitors of pemphigus antibody binding to DSG3, primary screen, biochemical, bead-based, flow cytometry, scFv-GFP. Desmoglein-3 (Homo sapiens), P32926. DSG3-coupled beads, scFv-anti-DSG3-GFP binding; stronger effect = lower value. binding (percent of control), % at 10 µM. hit rate 0.48% among 310,000. AID 588358, 2011;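 active means binding more than 3 SD below its plate's average and above zero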; further: some compounds called inactive have numbers as strong as hits
PKA-R1A activ = activators of PKA-R1A holoenzyme, primary screen, biochemical, fluorescence polarization, Cy5-IP20, bovine R1A, mouse PKAc. cAMP-dependent protein kinase type I-alpha regulatory subunit (Bos taurus) + …. PKA-R1A dissociation; scaled: DMSO 0%, 113 µM cGMP 100%. activation, % at 11.4 µM. hit rate 0.083% among 340,000. AID 504707, 2011;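 active means percent activation above the mean of all tested compounds plus 3 SD, cut at about 19% in these data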;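 further: higher means more PKAc released from R1A so a rise in polarization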
* = called active by the depositor; · = no result given.

No.	canonical_smiles	NSD2 inh	SUMO Mot1 rescue	Arrestin-AP2 inh	SR-BI uptake up	PKA-R2B act	SR-BI HDL uptake	CDK5 p35 inh	MITF TRPM1 HTS	DSG3 Ab inh	dFosB activator	PKA-R1A activ
1	Cc1ccc(NC(=O)c2ccc(Cl)c(S(=O)(=O)Nc3c(C)n(C)n(-c4ccccc4)c3=O)c2)cc1Cl	-1	·	-5	-73	-4	73*	-1.1	11	97	-13	8
2	O=c1[nH]c(=S)n(-c2ccc(Br)cc2)c2ncccc12	0	4	-15	25	-6	-25	0.1	-12	114	-1	-7
3	COc1ccc(SC[C@H](C)CN2CC[C@H](NC(=O)OCc3ccccc3)CCC2=O)cc1	·	14	12	-21	2	21	-1.0	-5	105	1	3
4	COc1ccc(S(=O)(=O)N2CCN(CC(=O)Nc3cc(Cl)ccc3Cl)CC2)cc1	10	-16	29	0	7	0	1.5	·	78	-9	-11
5	O=c1c2ccccc2nnn1CSc1nc2sc3c(c2c(=O)n1CC1CCCO1)CCC3 (centres undefined)	3	-15	-2	15	-3	-15	0.2	-17	95	2	-26
6	CC1(C)C/C(=N\O)C(C(O)c2cccc([N+](=O)[O-])c2)C(C)(C)N1 (centres undefined)	-1	-1	5	1	-6	-1	0.0	·	103	0	-10
7	Cc1cccc(C(C(=O)NC2CCCC2)N(C(=O)c2csnn2)C2CC2)c1 (centres undefined)	0	-15	29	1	5	-1	-1.3	1	102	-6	9
8	CCCN(C(=O)CSc1nnnn1C)c1c(N)n(Cc2ccccc2)c(=O)[nH]c1=O	49	·	8	25	-14	-25	0.9	8	97	0	6
9	Cc1cc(C(=O)NC(Cc2ccccc2)C(=O)O)c(C)o1 (centres undefined)	-2	8	2	21	7	-21	-1.3	-11	89	0	11
10	COc1ccc2c(c1)sc(N)[n+]2Cc1cc(C)cc2cccnc12	3	-21	13	1	2	-1	-0.8	6	112	6	-6
11	O=C(NC1CCCC1)C(c1ccccc1)N(C(=O)c1csnn1)C1CCCC1 (centres undefined)	-5	-18	19	·	-3	·	-0.1	·	98	-4	7
12	Cc1cc(C(F)(F)F)c2sc(N)nc2n1	-1	-4	29	-10	-6	10	-0.5	·	103	-4	-6
13	COc1cc(NC(=O)c2cc(Cl)ccc2Cl)ccc1-c1cc2ccccc2oc1=O	-2	406*	13	-58	-1	58	5.5	4	90	8	-8
14	Cn1nccc1C(=O)NC1CCCc2c1cnn2-c1ccccc1F (centres undefined)	-2	-13	-4	-5	-2	5	-0.1	-23	120	0	6
15	CC1CCCN(CCOCCOc2ccccc2-c2ccccc2)C1 (centres undefined)	·	78	-3	22	-3	-22	2.2	10	102	-13	-4
16	COc1ccc(Cc2nnc(SCC(=O)Nc3ncc(C)s3)o2)cc1	-2	-17	-8	0	2	0	-3.2	·	101	-1	-5
17	C1CCc2c(nc3nnnn3c2NCC2CC2)C1	·	4	23	7	-8	-7	1.1	5	97	-1	11
18	CCCCC(=O)NC(=S)Nc1ccc(NC(=O)C(C)C)c(OC)c1	-6	·	5	-34	3	34	-1.4	-3	99	-21	5
19	Cc1ccc(OCC(=O)Oc2ccc(C)c(C)c2)cc1	-3	-9	0	-1	0	1	0.4	-3	106	7	0
20	Cc1ccccc1S(=O)(=O)Cc1ccc(C(=O)NCc2ccc(F)cc2)o1	0	14	8	11	0	-11	0.0	-4	86	-5	2
21	CCN1C(=O)[C@H]2[C@@H](c3ccc(SC4CCCCC4)cc3)N3CCCC[C@@]3(C(=O)OC)[C@H]2C1=O	·	14	8	3	-16	-3	0.6	-4	111	0	-12
22	COc1ccccc1CCNC(=O)C(=O)NCC1CCCN1S(=O)(=O)c1ccccc1 (centres undefined)	0	3	-19	-37	7	37	0.9	-20	70	-11	-4
23	Cn1cc(CN2CCC(n3nccc3NC(=O)c3ccccc3Cl)CC2)cn1	-1	7	-6	2	-2	-2	0.2	10	102	4	-5
24	Cc1cccc(NC(=O)CSc2nnc(C)c(C)n2)c1	-1	-15	3	·	3	·	1.6	·	107	-1	12
25	O=C(Nc1ccc(F)cc1F)N1CCCCCC1	-2	131	49	2	5	-2	0.6	33	·	-4	-2
26	O=C(Nc1cccnc1)Nc1ccc(F)c(Cl)c1	3	-12	4	-22	1	22	3.7	35	100	-4	-2
27	O=C(COc1ccccc1)N1CCN=C1SCc1ccccc1F	-5	120	-8	20	1	-20	2.8	1	100	-5	1
28	C=CCOc1nc(-c2ccncc2)nc2ccccc12	0	1	2	-9	9	9	1.7	6	92	-45	-15
29	CCOc1ccc(N2C(=O)CC(Sc3n[nH]c(-c4ccccc4)n3)C2=O)cc1 (centres undefined)	0	72	-9	-21	0	21	1.5	-7	83	-5	3
30	CCc1nnc(NC(=O)C2CC(=O)N(CCc3ccc(F)cc3)C2)s1 (centres undefined)	3	4	-11	·	-6	·	2.0	9	98	-2	2

More records.
No.	canonical_smiles	NSD2 inh	SUMO Mot1 rescue	Arrestin-AP2 inh	SR-BI uptake up	PKA-R2B act	SR-BI HDL uptake	CDK5 p35 inh	MITF TRPM1 HTS	DSG3 Ab inh	dFosB activator	PKA-R1A activ
31	Cc1ccc(C)c(CN2C(=O)COc3ccc(C(=O)c4ccccc4C(=O)O)cc32)c1	4	7	24	1	0	-1	1.5	2	111	-18	-7
32	CC1CCc2nc(NC(=O)Nc3ccc4c(c3)OCO4)sc2C1 (centres undefined)	2	0	10	7	-2	-7	-0.3	67	97	1	-1
33	CC1=NN(c2ccccc2)C(=O)/C1=C/c1c(O)n(-c2ccc(F)cc2)[nH]c1=O	11	-6	16	-70	-5	70	-3.7	14	123	-5	-7
34	COc1ccc(CN(C)S(=O)(=O)c2nnc(NC(=O)c3ccccc3Br)s2)cc1	-3	5	7	-9	1	9	0.0	-16	·	-11	2
35	O=C(CN1CCN(S(=O)(=O)c2ccccc2F)CC1)NCC1(N2CCOCC2)CCCCC1	5	·	4	-6	1	6	-2.8	12	·	-3	-3
36	C=CCS/C(=N\n1cnc2ccccc2c1=O)N(CC)CC	-2	5	3	27	-6	-27	1.7	-11	104	-4	5
37	COc1ccc(CC(=O)OCC(=O)NC(=O)NC2CCCC2)cc1	0	0	-4	22	-14	-22	-3.4	12	111	1	-1
38	CCCNC(=S)NC1CC2CCCC(C1)N2Cc1ccc(F)cc1 (centres undefined)	4	3	20	12	-1	-12	-0.3	·	115	-12	2
39	O=C(COC(=O)c1ccc(S(=O)(=O)N2CCCC2)cc1)Nc1cccc(F)c1	·	19	30	22	2	-22	0.6	-4	98	3	7
40	COCc1cc(C)n(CC(=O)N/N=C/c2ccc(-c3ccc(Cl)c(C(=O)O)c3)o2)c(=O)c1C#N	12	-16	5	21	-3	-21	-1.0	-10	83	3	-2
41	CC1Oc2ccccc2OC1(O)c1ccc2ccccc2n1 (centres undefined)	23	20	-7	1	-9	-1	-0.7	-10	96	-1	-5
42	CCn1c(SCC(=O)NC2CC2)nnc1-c1csc(C)c1	-2	-3	24	·	5	-41	-0.2	-11	101	6	-2
43	CC(C)c1ccc(NC(=O)CN(Cc2ccccc2)S(C)(=O)=O)cc1	2	39	17	23	-6	-23	-0.7	5	101	-12	0
44	O=C1C2C3c4ccccc4C(c4ccccc43)[C@@H]2C(=O)N1c1ccccn1 (some centres undefined)	-1	0	-2	2	-4	-2	-0.3	-11	106	1	-9
45	CC1CCCC(C)N1C(=O)Cn1cnc2cc([N+](=O)[O-])ccc2c1=O (centres undefined)	-3	6	0	-8	4	8	1.4	0	93	-3	-3
46	O=C(CCC1CCCN(C(=O)C2=CCCC2)C1)N1CCN(c2ccccn2)CC1 (centres undefined)	-5	-3	-4	3	-6	-3	-4.2	-5	114	-5	-3
47	CC(Nc1ccc2c(c1)OCCO2)C(=O)Nc1ccc2c(c1)OCO2 (centres undefined)	4	137	23	13	3	-13	1.0	8	104	-8	4
48	O=S(=O)(Nc1ccc(-n2cccc2)cc1)c1ccc(Cl)cc1Cl	9	·	-5	6	-6	-6	-0.6	-5	·	1	-7
49	Cn1nnnc1SCC(=O)Nc1ccc(Cl)c(S(=O)(=O)N2CCOCC2)c1	0	6	-8	·	7	·	-0.8	1	97	0	4
50	COc1ccc(-c2c(-c3cc(OC)cc(OC)c3)n(C)c3ccc(-c4ccc(N(C)C)nc4)cc23)cc1	·	0	-2	-83	-9	83*	0.6	15	98	-9	-6
51	Cn1nnnc1SCC(=O)c1ccco1	0	21	-2	-2	0	2	0.8	-8	96	1	0
52	O=S1OC(c2ccccc2)c2cc(Cl)ccc21 (centres undefined)	·	59	2	6	-1	-6	-0.6	2	107	-5	7
53	COc1cc(NC2=Nc3cccc4cccc2c34)cc(OC)c1OC	16	-22	-12	-20	-10	20	-1.4	-1	107	6	-16
54	C[C@@H]1CC=C[C@H]2[C@H]1C(=O)N(Cc1ccccc1)[C@H]2c1ccc2ccccc2c1	·	26	21	-6	5	6	0.0	22	99	-1	-2
55	CN(C)S(=O)(=O)c1ccc(C(=O)NCC(=O)Nc2ccc(F)c(F)c2)cc1	0	0	-19	19	11	-19	-0.1	0	98	4	-2
56	COc1cc(OC)cc(C(=O)NNC(=O)CN2C(=O)NC(C)(c3ccccc3)C2=O)c1 (centres undefined)	0	-19	3	0	0	0	0.5	-8	100	-4	-5
57	COc1ccc(N(C(=O)c2ccc(F)cc2)C2=CC3CCC(C2)N3C)cc1 (centres undefined)	2	-9	22	6	-8	-6	-1.0	5	103	-8	10
